CHRM1 PAM: human CHRM1 positive allosteric modulation. P11229. CHO-K1 hM1, Fluo-8 calcium fluorescence, ACh EC20; 0% = ACh EC20, 100% = maximal ACh. activation, % at 3 µM. 360,000 compounds, 0.088% hits. AID 588819; in the data active = activation above about 19%, passing the limit was not always enough
Target sequence (P11229 whole entry, looked up): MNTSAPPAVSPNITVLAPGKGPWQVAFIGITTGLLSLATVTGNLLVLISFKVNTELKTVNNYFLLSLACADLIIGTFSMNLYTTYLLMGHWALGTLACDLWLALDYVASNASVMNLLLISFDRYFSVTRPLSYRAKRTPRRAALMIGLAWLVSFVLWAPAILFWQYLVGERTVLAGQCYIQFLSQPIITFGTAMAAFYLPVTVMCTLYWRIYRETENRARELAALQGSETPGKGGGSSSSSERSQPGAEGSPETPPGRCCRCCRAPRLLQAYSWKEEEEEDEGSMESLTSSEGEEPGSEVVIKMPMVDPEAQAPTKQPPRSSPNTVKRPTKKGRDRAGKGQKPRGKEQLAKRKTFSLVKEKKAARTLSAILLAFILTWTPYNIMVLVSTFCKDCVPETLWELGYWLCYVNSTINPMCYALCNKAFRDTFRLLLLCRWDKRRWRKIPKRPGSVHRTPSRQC
CHO-K1 Ca antag: nonselective inhibitor or artifact in parental CHO-K1 cells. ATP-induced calcium, Fluo-8 fluorescence. inhibition, % at 3 µM. 360,000 compounds, 0.6% hits. AID 602250;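 active = inhibition above a per-plate cutoff, the plate's mean sample inhibition plus 3 SD, cut at about 24% in these data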;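 also: 0% = DMSO plus EC80 ATP and 100% = DMSO alone without ATP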
CHO parental Ca: signal in parental CHO cells, OX1R antagonist counter-screen; inhibition, % at 5.6 µM; 330,000 compounds, 0.63% hits; AID 463079; parental CHO-K1, ATP-induced calcium, Fluo-8 fluorescence;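 active = inhibition above that plate's mean sample inhibition plus 3 SD, cut at about 26% in these data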;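 also: 0% = ATP-challenged DMSO wells and 100% = DMSO wells without ATP; some compounds past the cut are filed as inactive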
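Assay system: untransfected parental CHO cell line. Also added: ATP agonist challenge. Dosing: one dose, 5.6 µM nominal. Measured by: Fluo-8 fluorescence. Read-out: % inhibition. Benchmarks: ATP wells versus no-ATP DMSO wells. Repeats: no replicates.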
OXTR potentiator: potentiates the human oxytocin receptor response; P30559; CHO-OTR cells, Fluo-8 calcium fluorescence, potentiator mode; 0% = oxytocin EC15, 100% = EC100; activation, % at 3 µM; 320,000 compounds, 0.061% hits; AID 2445;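 active = activation above that plate's cutoff, the mean activation of tested compounds plus 3 SD, cut at about 6.6% in these data, passing the limit was not always enough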;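 also: 100% uses oxytocin at 75 nM as the full agonist control; some results filed as inactive read as strong as hits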
Target sequence (P30559 whole entry, looked up): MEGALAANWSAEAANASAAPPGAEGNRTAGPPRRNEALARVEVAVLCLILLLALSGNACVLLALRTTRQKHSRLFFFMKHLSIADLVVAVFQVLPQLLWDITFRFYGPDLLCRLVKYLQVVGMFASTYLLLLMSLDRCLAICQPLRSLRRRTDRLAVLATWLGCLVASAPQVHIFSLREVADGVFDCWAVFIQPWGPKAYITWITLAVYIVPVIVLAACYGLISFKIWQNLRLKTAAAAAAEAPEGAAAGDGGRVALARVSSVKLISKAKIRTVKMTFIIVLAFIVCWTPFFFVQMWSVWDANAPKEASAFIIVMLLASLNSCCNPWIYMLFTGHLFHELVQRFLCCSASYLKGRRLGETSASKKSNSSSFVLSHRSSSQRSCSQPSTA
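Assay system: CHO-OTR cells, human receptor / Also added: oxytocin at about EC15, sub-maximal agonist stimulus / Dosing: single dose, 3.0 µM nominal final compound concentration / Incubation: 6 min pre-incubation, 100 s read / Technique: Fluo-8 calcium dye fluorescence / Read-out: % activation vs EC15 and EC100 oxytocin / Benchmarks: EC15 oxytocin low, 75 nM oxytocin high / Replicates: singlicate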
M4 antag: blocks acetylcholine activation of human M4 receptor; P08173; AID 624125; CHO-hM4 cells, ACh EC80, Fluo-8 calcium fluorescence; inhibition, % at 3 µM; 360,000 compounds, 0.73% hits;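 active = inhibition above its plate's cutoff, the mean inhibition of sample wells plus 3 SD, cut at about 27% in these data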;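 also: 0% = acetylcholine EC80 with DMSO and 100% = DMSO without agonist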
CHRM4 agonist: CHRM4 agonism in calcium assay. P08173. CHO-K1 hM4/Gqi5, Fluo-8 calcium fluorescence; vehicle 0%, full acetylcholine response 100%. activation, % at 3 µM. 360,000 compounds, 0.14% hits. AID 624127;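 active = activation above the run mean over all test wells plus 3 SD, cut at about 32% in these data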;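 also: peak over basal fluorescence ratio per well then scaled between controls; 0% = DMSO wells and 100% = acetylcholine at EC100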
M1 antag: human CHRM1 antagonism. 360,000 compounds, 1.3% hits. CHO-K1 hM1, Fluo-8 calcium fluorescence, ACh EC80 antagonist. inhibition, % at 3 µM. AID 588852;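 active = percent inhibition above its own plate's cutoff, namely the mean of that plate's compound wells plus 3 SD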;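 also: peak over basal fluorescence ratio during 140 s after agonist addition; 0% = ACh EC80 plus DMSO and 100% = DMSO alone without agonist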
M1 ag parental: M1 agonist counterscreen hit in parental CHO-K1 cells; Fluo-8 calcium fluorescence; scaled to maximal ATP response, vehicle zero; activation, % at 3 µM; 360,000 compounds, 0.48% hits; in the data active = activation above about 15%;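 also: untransfected CHO-K1 host cells lacking M1 receptor as counterscreen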
CHRM1 agonist: agonists of human M1 muscarinic receptor. CHO-K1 hM1, Fluo-8 calcium fluorescence, agonist mode; 0% DMSO, 100% acetylcholine EC100. activation, % at 3 µM. 360,000 compounds, 0.33% hits. AID 588814;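 active = activation above the run's mean compound activation plus 3 SD, cut at about 16% in these data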;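 also: peak over basal fluorescence ratio within a 140 s kinetic read after compound addition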
* = called active by the depositor; . = no result given.

SMILES	CHRM1 PAM	CHO-K1 Ca antag	CHO parental Ca	OXTR potentiator	M4 antag	CHRM4 agonist	M1 antag	M1 ag parental	CHRM1 agonist
COc1cc(/C=C/c2ccc3cccc(O)c3n2)c(Br)cc1O	5	21	45*	-19	23	16	-7	3.3	-2
COc1cc(C(=O)NCC(=O)NCCSc2ccc(Br)cc2)cc(OC)c1OC	4	-8	-33	-3	-13	14	-10	6.2	-3
C=CCn1c(SCC(=O)N2CCN(C(=O)c3ccco3)CC2)nc2sc(CC)cc2c1=O	9	-2	-30	-7	-1	6	-11	0.1	-6
CSc1ccc(S(=O)(=O)NCC(=O)OCC(=O)N(C)CC(=O)Nc2ccc(F)cc2)cc1[N+](=O)[O-]	4	-8	.	.	6	1	4	1.5	-5
Cc1cccc(C)c1NC(=O)c1cccc(COc2cc(Cl)ccc2Cl)c1	9	-7	-23	-8	7	0	-12	-0.3	-7
Cc1ccc(CNC(=O)c2ccccc2NC(=O)CSc2nnnn2C)cc1	3	-4	-28	-14	-22	3	-8	1.2	-3
O=C(Nc1cccc2ccccc12)c1[nH]c(-c2ccccc2)c2c1C(=O)N(C1CC1)C2=O	3	-9	.	.	-8	1	-24	0.4	-3
O=c1[nH]c(S)c(/C=C2\C=Nc3ccccc32)s1	12	11	-8	-5	9	0	-4	0.1	-1
O=C(c1ccc(N2C(=O)CCC2=O)cc1)N1CCN(c2ccccc2)CC1	15	3	-4	-12	-3	1	-15	-0.1	1
CC(=O)N1N=C(c2ccccc2)OC12CCCC2	-6	-3	-1	-7	13	11	2	3.7	-5
Cc1ccc(NC(=O)CC2C(=O)N(Cc3ccccc3)C(=S)N2NC(=O)c2ccccc2)c(C)c1 (stereo not given)	6	-7	-11	-11	0	0	-4	0.7	0
CCCCCC1C(=O)CCC1CC(=O)OC (stereo not given)	1	-1	.	.	-9	1	-3	0.2	-3
Cc1ccccc1NC(=O)CC1SCCNC1=O (stereo not given)	3	-3	-20	-13	-10	0	-5	0.2	-4
N#CC1=C(SCC(=O)NC2CCCCC2)NC(=O)CC1c1ccco1 (stereo not given)	4	-6	-14	-1	7	1	-1	1.3	-1
CN(C(=O)CSc1nnc(-c2n[nH]c3ccccc23)o1)c1ccccc1	9	-6	-12	-15	-2	6	-9	1.8	-2
CC(C)NS(=O)(=O)c1ccc(NC(=S)NC(=O)c2cccc([N+](=O)[O-])c2)cc1	-24	18	-7	-10	22	5	35	1.2	-8
CN(Cc1ccccc1)S(=O)(=O)c1ccc(OCC(=O)N2CCC(C(N)=O)CC2)cc1	5	-20	-6	-8	4	2	-6	1.9	-1
COc1cccc2sc3ccc(C#CC4(O)CCCCC4)cc3c(=O)c12	-13	-16	-23	-6	3	13	41*	4.8	-7
CCOc1ccc2oc(C(=O)N(C)CCc3ccc(OC)c(OC)c3)c(C)c2c1	5	-18	-1	-3	-8	1	-2	0.5	-3
CN(C)c1ccc(C2NCC(CCl)O2)cc1 (stereo not given)	7	13	-7	-7	-6	1	-14	-0.2	-2
COC(=O)C1=CN(C)C=C(C(=O)OC)C1c1ccccc1Cl	1	5	-19	-4	9	-1	-11	-0.2	-4
CCCC1(CCC)NC(=O)N(CC(=O)Nc2ccc3c(c2)OCCO3)C1=O	-9	-13	-14	-7	-5	4	13	1.1	-1
CCOC(=O)Nc1ccc2c(COC(=O)CNS(=O)(=O)c3cccc(Br)c3)cc(=O)oc2c1	-6	18	1	-17	8	1	8	-0.4	-2
CCN(CC)S(=O)(=O)c1ccc(Nc2nc3ccccc3n3nnnc23)cc1	-1	10	7	-16	-6	8	-17	3.0	11
c1ccc2c(c1)CNc1ccccc1C2	2	-7	-16	2	-2	-1	4	0.4	-4
COc1ccccc1/C=C/C(=O)Nc1ccc2c(c1)CCC2	-6	8	-4	0	1	1	11	0.0	-13
COc1ccc(OC)c(C2=NS(=O)(=O)N(C)C(C(=O)NCc3ccco3)=C2)c1	0	-20	-21	-4	-6	3	1	3.0	0
Cc1c(C#N)c(O)n(CCO)c(=O)c1N=Nc1ccccc1	-7	7	-4	-8	17	22	27	4.3	-3
Cc1ccc(NC(=O)N2CCC(c3nc4c(nnn4Cc4cccc(Cl)c4)c(=O)[nH]3)CC2)cc1	7	-4	-32	0	-10	2	-9	-0.1	-10
CNC(=O)N(O)C1N(/N=C/c2c(F)cccc2Cl)C(=S)SC1(C)C (stereo not given)	11	2	-1	-10	-5	1	-5	0.1	-2
CCN(Cc1ccccc1)S(=O)(=O)c1ccc(OC)cc1	-7	8	10	-5	3	0	5	0.2	-8
Cc1ccc(NC(=O)NC2CCCCCCC2)c(C)c1	16	-1	.	.	-5	0	-16	0.2	-1
COC(=O)c1ccc(NCc2cc(O)ccc2O)cc1	-6	8	.	.	5	3	8	0.8	2
CC(C)C(=O)Nc1ccc(NC(=O)c2cccc3c(Br)cccc23)cc1	19	0	.	.	6	0	-13	-0.1	-2
CC(CCc1ccccc1)NC(=O)CNc1cccc([N+](=O)[O-])c1 (stereo not given)	-5	-10	-11	-27	-9	11	0	15*	2
Cc1ccc(S(=O)(=O)N[C@@H](Cc2ccccc2)C(=O)N2CCC(C(=O)N[C@H](C(=O)O)C(C)O)CC2)cc1 (stereo not given in full)	5	-14	-2	-1	2	0	-4	0.4	-4
Cn1c(COc2ccccc2)nnc1SCC(=O)c1cccc([N+](=O)[O-])c1	-3	-10	-22	-10	-2	3	8	0.3	-13
C=CCNc1nc(N2CCOCC2)nc(N2CCOCC2)n1	10	-19	-3	4	-5	0	-12	0.4	-2
Cc1nn(C)c(Cl)c1/C=N/OC(=O)c1ccccc1	8	-3	-10	-17	9	0	-4	0.6	-3
CCCCC[C@@H](/C=C/C1C(=O)C=C[C@H]1C/C=C\CCCC(=O)O)OC(C)=O (stereo not given in full)	2	-4	.	.	8	0	-3	0.1	-2
COc1ccccc1CNC(=O)C1CC2Cn3c(nc4cc(Cl)c(Cl)cc43)C2N1C (stereo not given)	3	-9	-17	-5	8	15	-4	3.7	-6
COc1ccc(CN(C)C(=O)c2cnc(C)cn2)c(OC)c1OC	11	9	-13	0	2	1	-15	1.1	-2
CC(C(=O)Nc1ccc(C#N)cc1)N(C)CC(=O)Nc1ccccc1Br (stereo not given)	-3	-12	-6	-9	10	2	8	5.1	-3
CC(=O)O/N=C(\N)c1ccc(-c2csnn2)cc1	16	-4	-6	-5	2	0	-23	1.0	-3
COc1ccc(-c2nsc3c(N4CCCCC4C)ncnc23)cc1 (stereo not given)	7	-15	-14	-16	-10	-1	-7	0.8	-5
Cc1ccc(Cl)cc1N1CCN(C(c2ccc(C#N)cc2)c2nnnn2C2CCCC2)CC1 (stereo not given)	0	-18	-3	-7	-2	1	-22	1.4	-4
O=C1CC(Sc2cccs2)C(=O)N1c1ccccc1 (stereo not given)	1	4	-22	-4	3	0	1	2.4	-3
COc1ccc([N+](=O)[O-])cc1N(CC(=O)NCCSc1ccccc1)S(C)(=O)=O	-10	-5	0	-15	0	12	8	4.1	-4
CN(C)S(=O)(=O)c1ccc(NC(=O)CN2CCC(Cc3ccccc3)CC2)cc1	-4	-15	-11	-6	4	1	2	2.1	-5
O=C(Nc1ccc2c(c1)OCCO2)C1CCN(C(=O)c2ccccc2)CC1	-3	-4	2	-3	1	0	8	0.2	-1

Compound profiles, from the list above. Screens in order: CHRM1 PAM, CHO-K1 Ca antag, CHO parental Ca, OXTR potentiator, M4 antag, CHRM4 agonist, M1 antag, M1 ag parental, CHRM1 agonist
`CC(=O)O/N=C(\N)c1ccc(-c2csnn2)cc1` is listed as 16, -4, -6, -5, 2, 0, -23, 1.0, -3
`O=C(Nc1ccc2c(c1)OCCO2)C1CCN(C(=O)c2ccccc2)CC1` is listed as -3, -4, 2, -3, 1, 0, 8, 0.2, -1
`COc1ccccc1CNC(=O)C1CC2Cn3c(nc4cc(Cl)c(Cl)cc43)C2N1C` (stereo not given) is listed as 3, -9, -17, -5, 8, 15, -4, 3.7, -6

Remaining list, next part:
SMILES	CHRM1 PAM	CHO-K1 Ca antag	CHO parental Ca	OXTR potentiator	M4 antag	CHRM4 agonist	M1 antag	M1 ag parental	CHRM1 agonist
Cc1cc(/C=C(\C#N)C(=O)O)c(C)n1CC(C)C	14	-8	-6	-2	0	1	-6	1.3	-7
c1cncc(CNc2ncn[nH]2)c1	6	3	0	-7	3	0	-16	4.4	-2
CC(C)Oc1ccc(N2CC(C(=O)Nc3ccccc3C(=O)NC3CC3)CC2=O)cc1 (stereo not given)	3	-6	-14	-9	-14	2	-7	-0.1	1
CC(C)COC(=O)N1CCN(S(=O)(=O)c2ccc3c(c2)CCC3)CC1	6	-11	-29	-6	-7	2	-11	0.1	0
CS(=O)(=O)NCCCCNc1ccc(C(F)(F)F)cc1[N+](=O)[O-]	-5	10	-3	-32	-1	11	-1	8.0	-6
CCOc1ccc(-c2c(=O)n(OCc3ccccn3)c3ccccc3[n+]2[O-])cc1	8	-6	-8	-12	-3	1	-3	1.0	-6
CCOC(=O)C1=C(COC(=O)c2ccc3ccccc3c2O)NC(=O)NC1C (stereo not given)	12	-1	-18	-11	-10	6	-7	-0.2	1
CCN1C(=O)[C@@H]2[C@@H](c3ccc(-c4ccc(C(C)=O)cc4)cc3)N3CCC[C@@]3(C(=O)OC)[C@@H]2C1=O	5	2	-17	-5	-3	2	-2	1.6	-2
O=C(CN1CCOCC1)Nc1ccc(Oc2ccccc2)cc1	12	-13	-2	-11	-7	1	-11	0.5	-3
CCn1nc(C)cc1C(=O)N1CCCC(Nc2ccc(F)c(F)c2)C1 (stereo not given)	11	-15	-17	-5	-10	2	-15	1.1	-2
COCCNC(=O)C(c1ccccc1F)N(C(=O)C(=O)NC1CCCC1)C1CCCCC1 (stereo not given)	-4	-10	-5	-3	-10	0	-3	0.6	-7
COc1ccc(NC(=O)C(=O)N/N=C(\C)CC(=O)Nc2cc(C)ccn2)c(OC)c1	2	1	-4	-4	-4	1	-7	-0.1	2
COc1cc(/C=N/Nc2ccc(Cl)c(C(=O)O)c2)ccc1OC(=O)c1ccccc1F	12	-8	-1	-3	2	0	-8	0.0	-6
CC(=O)C(Sc1ccc2nnc(-c3ccc(F)cc3)n2n1)C(C)=O	2	3	-11	1	-4	1	-3	-0.3	-4
Cc1n[nH]c(=O)nc1NCc1ccccc1Cl	8	10	1	-17	5	1	-2	-0.1	-4
CCOC(=O)c1sc2nc(C)cc(C)c2c1NC(=O)c1ccco1	4	1	-18	-21	4	0	-2	-0.1	-2
CCc1ccc(NC(=O)C(=O)N/N=C(\C)CC(=O)Nc2ccc(OC)cc2)cc1	10	-8	-13	1	0	1	-7	0.0	-3
CC12CCC(C(=O)N(c3ccc(Cl)cc3)C1=O)C2(C)C (stereo not given)	3	-2	-7	-2	-7	2	-2	0.8	-7
Cc1cc(=O)n2nc(N3CCC(C(=O)Nc4c(F)c(F)c(F)c(F)c4F)CC3)sc2n1	3	0	-4	-14	-1	1	-1	-0.2	-5
